Screening data: PubChem, Broad Institute
XiGFP reactiv: reactivates the inactive X chromosome in mouse fibroblasts. XiGFP mouse fibroblasts, % GFP-positive cells imaging, 3 d; cells co-treated with 5-aza-dC sensitizer; scaled so ellipticine positive control = 100%. activation, % at 7.58 µM. hit rate 0.055% among 360,000. AID 743238;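 active means mean normalized replicate activation at least 10% and every replicate at or above 10%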;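 further: 0% = median of on-plate neutral control wells and 100% = ellipticine 6 µM median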
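Assay system – SV40-immortalized XiGFP fibroblast cells, line 68-5-11 · Buffer or medium – DMEM supplemented with 5-aza-dC as sensitizing agent · Dosing – one concentration, pinned · Benchmarks – positive control ellipticine, 6 µM final · Times – 3 days compound exposure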
RAD54 inh: blocks human RAD54 Holliday junction branch migration. FAM/BHQ fluorescence. AID 602329. inhibition, % at 10.4 µM. hit rate 0.14% among 360,000;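 active means mean normalized replicate activity at least 40 and at least half of replicates scoring 40 or more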;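 further: 0% = median of neutral control wells and 100% = median of positive control wells; inhibitors cause a drop in the FAM fluorescence signal; in these data hits start at about 50%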
F508del corr: correctors of CFTR F508del function in bronchial epithelial cells. hit rate 0.36% among 350,000. CFBE cells, YFP halide quenching; stimulated with forskolin plus potentiator P3; % fluorescence drop versus neutral controls. activity (quench increase), % at 7.58 µM;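 active means mean added fluorescence quench of at least 8% versus neutral control, with both replicates also reaching 8%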;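 further: cells transiently co-express mutant CFTR-F508del with the halide-sensitive YFP; corrector assay measuring rescue of mutant channel to the surface after 24 h compound exposure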
GSIS activator: GLuc luminescence reporter in INS-1E cells, primary screen for activators of glucose-dependent secretion of insulin; INS-1E GLuc reporter insulin secretion, 2-3 h; activation, % at 16.6 µM; hit rate 0.61% among 370,000;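 active means lowest replicate activation of at least 40%, so every replicate reaches that level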;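 further: 0% = median of neutral control wells and 100% = median of IBMX positive control wells; some compounds called inactive have numbers as strong as hits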
ERAP1 inh: blocks human ERAP1 aminopeptidase activity. Q9NZ08. recombinant ERAP1, Leu-AMC fluorescence, 60 min. hit rate 0.15% among 340,000. inhibition, % at 10.7 µM;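 active means mean replicate inhibition of at least 30%, or all replicates individually reaching that 30% level; inactive means mean below 30% and not every replicate reaching it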;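 further: 0% = neutral control wells and 100% = L-leucinethiol positive control wells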
Target sequence (Q9NZ08 whole entry, looked up): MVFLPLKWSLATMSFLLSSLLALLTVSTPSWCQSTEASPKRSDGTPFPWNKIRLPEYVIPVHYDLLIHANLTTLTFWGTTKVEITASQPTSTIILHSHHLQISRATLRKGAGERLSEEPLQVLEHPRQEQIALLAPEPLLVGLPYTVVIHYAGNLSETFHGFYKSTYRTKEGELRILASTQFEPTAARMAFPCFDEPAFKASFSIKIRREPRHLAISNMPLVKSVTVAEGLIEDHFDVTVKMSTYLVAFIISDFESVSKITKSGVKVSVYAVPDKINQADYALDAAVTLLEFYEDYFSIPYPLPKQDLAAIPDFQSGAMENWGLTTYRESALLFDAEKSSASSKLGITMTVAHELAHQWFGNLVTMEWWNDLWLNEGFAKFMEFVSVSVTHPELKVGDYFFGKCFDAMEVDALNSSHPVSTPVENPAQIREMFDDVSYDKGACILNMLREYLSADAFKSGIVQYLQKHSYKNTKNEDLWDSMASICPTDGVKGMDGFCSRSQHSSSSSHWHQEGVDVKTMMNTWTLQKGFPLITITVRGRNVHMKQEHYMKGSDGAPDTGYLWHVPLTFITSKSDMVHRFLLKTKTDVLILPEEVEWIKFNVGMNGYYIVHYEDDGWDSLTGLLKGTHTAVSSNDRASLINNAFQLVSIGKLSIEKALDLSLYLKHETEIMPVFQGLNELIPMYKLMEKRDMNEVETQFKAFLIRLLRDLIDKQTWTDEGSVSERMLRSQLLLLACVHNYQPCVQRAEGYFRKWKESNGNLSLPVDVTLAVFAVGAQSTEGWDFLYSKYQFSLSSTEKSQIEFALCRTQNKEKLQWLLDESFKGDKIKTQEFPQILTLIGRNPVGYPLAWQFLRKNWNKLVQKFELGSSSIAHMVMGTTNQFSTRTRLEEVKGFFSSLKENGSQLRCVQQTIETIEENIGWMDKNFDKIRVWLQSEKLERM
esBAF inh: SWI/SNF esBAF complex inhibition; mouse ES cells, Bmi1-luciferase knock-in reporter, 24 h; 100% = twice the neutral-well signal; reporter increase, % at 12.5 µM; hit rate 2% among 350,000; AID 602393; in the data active means activation above about 40%;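 further: 0% = median of the plate's neutral control wells and 100% = double that signal; a rise in the Bmi1 reporter signal indicates esBAF inhibition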
RAD52 inh: inhibitors of human RAD52 DNA annealing. hit rate 0.46% among 360,000. inhibition, % at 18.7 µM. recombinant RAD52 DNA annealing, FRET fluorescence. P43351;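 active means every replicate showing at least 50% inhibition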
ARNT TACC3 PPI: disrupts binding between human ARNT and TACC3; AlphaScreen His-ARNT PAS-B/GST-TACC3 binding, luminescence; TACC3 fragment carries E629A point mutation; inhibition, % at 9.99 µM; hit rate 0.66% among 390,000;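 active means mean inhibition of replicates at least 50% and at least half of replicates each reaching 50%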;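 further: 0% = complete ARNT plus TACC3 wells and 100% = ARNT alone without TACC3; many hits fall short of the cut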
* marks the source's active call; other numbers are inactive results.

The opening three entries as a preview:
CC(=O)Nc1cccc(Nc2ccc(C#N)cc2)c1 was read as XiGFP reactiv 0.2, RAD54 inh 5, F508del corr 0.6, GSIS activator -1, esBAF inh 14 and RAD52 inh -9.
For Cc1oc(-c2cccs2)cc1C(=O)N1CCCC(C)(C(=O)O)C1 (stereo not given) the results were XiGFP reactiv 0.0, RAD54 inh -12, F508del corr -0.6, GSIS activator 2, ERAP1 inh 15, esBAF inh 9 and RAD52 inh -6.
For CC1(C)C2CC=C(/C=N/NC(=S)Nc3cccnc3)C1C2 (stereo not given) the results were XiGFP reactiv 0.0, F508del corr 1.0, GSIS activator -4, ERAP1 inh 1, RAD52 inh -5 and ARNT TACC3 PPI -3.

The listing, from the first entry:
CC(=O)Nc1cccc(Nc2ccc(C#N)cc2)c1 was read as XiGFP reactiv 0.2, RAD54 inh 5, F508del corr 0.6, GSIS activator -1, esBAF inh 14 and RAD52 inh -9.
For Cc1oc(-c2cccs2)cc1C(=O)N1CCCC(C)(C(=O)O)C1 (stereo not given) the results were XiGFP reactiv 0.0, RAD54 inh -12, F508del corr -0.6, GSIS activator 2, ERAP1 inh 15, esBAF inh 9 and RAD52 inh -6.
For CC1(C)C2CC=C(/C=N/NC(=S)Nc3cccnc3)C1C2 (stereo not given) the results were XiGFP reactiv 0.0, F508del corr 1.0, GSIS activator -4, ERAP1 inh 1, RAD52 inh -5 and ARNT TACC3 PPI -3.
COc1ccc(CNC(=O)C2CCN(S(=O)(=O)N3CCCCC3)CC2)c(OC)c1 was read as XiGFP reactiv 0.2, RAD54 inh -6, F508del corr 2.1, GSIS activator -5, ERAP1 inh 1, esBAF inh -2, RAD52 inh -15 and ARNT TACC3 PPI 11.
`Cc1cccc(S(=O)(=O)N2C[C@H](O)COC[C@H]3O[C@@H](CC(=O)Nc4ccc(-c5ccccc5)cc4)CC[C@@H]32)c1` gave XiGFP reactiv 0.2, RAD54 inh -6, F508del corr 0.0, GSIS activator -2, esBAF inh -3 and ARNT TACC3 PPI 4.
For CC(C)(C)c1ccc(OCC(=O)NCCN2CCOCC2)cc1 the results were XiGFP reactiv 0.0, RAD54 inh -6, F508del corr -2.9, GSIS activator 0, ERAP1 inh -2, esBAF inh 2, RAD52 inh -1 and ARNT TACC3 PPI -2.
For COc1ccc(CCN2C(=O)CN(Cc3ccccc3)CC2=O)cc1OC the results were XiGFP reactiv -0.1, ERAP1 inh 4, RAD52 inh -9 and ARNT TACC3 PPI -15.
Cc1cc(C)cc(Cn2cc(CN3CC(N4CCN(C)CC4)CS3(=O)=O)nn2)c1 (stereo not given) was read as XiGFP reactiv 0.0, F508del corr 1.9, GSIS activator -2, ERAP1 inh 7 and RAD52 inh -23.
For CC(Nc1c[nH]c(=O)[nH]c1=O)c1ccccc1 (stereo not given) the results were XiGFP reactiv 0.0, RAD54 inh -15, F508del corr -2.6, GSIS activator 5, ERAP1 inh 2, esBAF inh -9, RAD52 inh -9 and ARNT TACC3 PPI -14.
`CC(C)C[C@@H](CSc1ccc(Br)cc1)N1CCN(C)CCC1=O` gave XiGFP reactiv 0.0, RAD54 inh 8, F508del corr 1.8, GSIS activator -30, ERAP1 inh 9, esBAF inh 44*, RAD52 inh -14 and ARNT TACC3 PPI 2.
CCCCCCNC(=O)O[C@H]1C[C@H](C(=O)OC)[C@H](C(=O)OC)C2CN(S(=O)(=O)c3ccc(C)cc3)C[C@@]21O (stereo not given in full) was read as XiGFP reactiv 0.0, RAD54 inh 3, F508del corr -1.0, GSIS activator -19, ERAP1 inh -4, esBAF inh 10 and RAD52 inh -10.
C[C@@H]1CCCCO[C@@H](CN(C)CC2CCCCC2)[C@@H](C)CN([C@@H](C)CO)C(=O)c2cc(NS(=O)(=O)c3cccs3)ccc2O1 was read as XiGFP reactiv 0.0, RAD54 inh 0, F508del corr -2.4, GSIS activator -3, ERAP1 inh -3, esBAF inh 6, RAD52 inh 22 and ARNT TACC3 PPI 1.
For Cc1ccc(N(C(=O)CNC(=O)c2ccco2)C(C(=O)NC2CCCC2)c2cccnc2)c(C)c1 (stereo not given) the results were XiGFP reactiv 0.5, RAD54 inh 1, F508del corr -1.6, GSIS activator 4, ERAP1 inh -5, esBAF inh -1, RAD52 inh -14 and ARNT TACC3 PPI -1.
Screening COCCn1nnnc1C(CC(C)C)N1CCN(C(=O)c2ccco2)CC1 (stereo not given) returned RAD54 inh -2, GSIS activator 8, esBAF inh -2 and ARNT TACC3 PPI -1.
CO[C@H]1CC[C@@H]2CCN(C)C(=O)C[C@H](c3ccccc3)CN(C)C(=O)c3cccc(C#N)c3OC[C@@H]1O2 was read as XiGFP reactiv 0.0, RAD54 inh 1, GSIS activator 12, ERAP1 inh 0, esBAF inh -2, RAD52 inh -3 and ARNT TACC3 PPI -8.
`CC(=O)c1cc2c(cc1NC(=O)CSc1ncccn1)OCO2` gave XiGFP reactiv -0.1, RAD54 inh 2, F508del corr -1.2, GSIS activator 1, ERAP1 inh -2, esBAF inh 2 and RAD52 inh 17.
COC(=O)CSC1=C(C#N)C(c2ccccc2F)CC(=O)N1 (stereo not given) was read as XiGFP reactiv 0.1, RAD54 inh -2, F508del corr -4.8, GSIS activator 4, ERAP1 inh 2, esBAF inh -7, RAD52 inh -13 and ARNT TACC3 PPI 10.
`O=C(CCn1c(=O)sc2ccccc21)Nc1nccs1` gave RAD54 inh 5, GSIS activator 2, esBAF inh 34 and ARNT TACC3 PPI -6.
For O=C(Nc1ccc(N2CCN(C(=O)c3ccco3)CC2)cc1)c1ccc(F)cc1 the results were RAD54 inh 0, GSIS activator -8, esBAF inh 14 and ARNT TACC3 PPI -4.
Screening Cn1c(N2CCN(S(=O)(=O)c3ccc(F)cc3)CC2)nc2ccccc21 returned XiGFP reactiv 0.1, GSIS activator -9, ERAP1 inh 4, RAD52 inh -11 and ARNT TACC3 PPI -2.

Quoted at random: 2 records from the list
For O=C(Nc1ccc(N2CCN(C(=O)c3ccco3)CC2)cc1)c1ccc(F)cc1 the results were RAD54 inh 0, GSIS activator -8, esBAF inh 14 and ARNT TACC3 PPI -4.
Screening COCCn1nnnc1C(CC(C)C)N1CCN(C(=O)c2ccco2)CC1 (stereo not given) returned RAD54 inh -2, GSIS activator 8, esBAF inh -2 and ARNT TACC3 PPI -1.

More results.
Screening COC(=O)CN1C(=O)COc2ccc(S(=O)(=O)N3CCOCC3)cc21 returned XiGFP reactiv 0.0, RAD54 inh 4, F508del corr -0.4, GSIS activator 4, ERAP1 inh 1, esBAF inh -3, RAD52 inh -1 and ARNT TACC3 PPI -8.
CNC[C@H]1OCCCC[C@@H](C)Oc2ccc(NS(=O)(=O)c3cccs3)cc2C(=O)N([C@H](C)CO)C[C@H]1C was read as XiGFP reactiv 0.1, RAD54 inh -2, F508del corr 0.8, GSIS activator -6, ERAP1 inh 1, esBAF inh -5, RAD52 inh -4 and ARNT TACC3 PPI 4.
For C[C@H]1CN([C@@H](C)CO)C(=O)c2cc(-c3ccccc3)cnc2O[C@@H]1CN(C)C(=O)C1CCCCC1 the results were XiGFP reactiv -0.5, F508del corr -0.3, GSIS activator 1, ERAP1 inh 2 and RAD52 inh -6.
`O=C(/C=C/Nc1ccc(F)c(Cl)c1)c1ccccc1` gave XiGFP reactiv -0.1, RAD54 inh -5, F508del corr 2.7, GSIS activator -5, ERAP1 inh -2, esBAF inh 40, RAD52 inh -79 and ARNT TACC3 PPI 7.
`CSc1cccc(NC(=O)N2CCc3ccc(NC(=O)c4ccccn4)cc3C2)c1` gave XiGFP reactiv 0.0, RAD54 inh 4, F508del corr -0.5, GSIS activator -6, ERAP1 inh -3, esBAF inh 60*, RAD52 inh -97 and ARNT TACC3 PPI 3.
CCC(C)(C)NC(=O)Cc1ccc(F)cc1 was read as XiGFP reactiv 0.0, F508del corr 2.3, GSIS activator 2, ERAP1 inh 8, RAD52 inh -83 and ARNT TACC3 PPI 2.
`CCOC(=O)c1cc(OC(=O)c2ccccc2)n(-c2ccccc2)n1` gave RAD54 inh 2, GSIS activator -11, esBAF inh -13 and ARNT TACC3 PPI 1.
`Cc1cc(-c2ccc(Cl)cc2)c2cnn(C(C)C)c2n1` gave XiGFP reactiv 0.0, RAD54 inh 2, F508del corr -2.6, GSIS activator 33, ERAP1 inh 0, esBAF inh 1, RAD52 inh -4 and ARNT TACC3 PPI -10.
Cc1cc(NC(=O)CSc2nc(N)c(NC(=O)c3ccccc3)c(=O)[nH]2)no1 was read as XiGFP reactiv 0.2, GSIS activator 3, ERAP1 inh 7 and RAD52 inh -5.
Screening O=C(N[C@@H]1C=C[C@H](CC(=O)N2CCCCC2)O[C@H]1CO)c1ccccn1 returned XiGFP reactiv 0.3, RAD54 inh 1, F508del corr -0.9, GSIS activator 11, ERAP1 inh -1, esBAF inh -4, RAD52 inh -14 and ARNT TACC3 PPI 1.
For O=C(c1ccc2c(=O)n3c(nc2c1)CCCCC3)N1CCN(c2ccccc2)CC1 the results were XiGFP reactiv 0.0, RAD54 inh 1, F508del corr -1.6, GSIS activator 4, ERAP1 inh 1, esBAF inh -11 and RAD52 inh -11.
CCC(C)c1ccc(NS(=O)(=O)c2c(C)[nH]c(=O)[nH]c2=O)cc1 (stereo not given) was read as XiGFP reactiv 0.0, RAD54 inh -21, F508del corr 0.7, GSIS activator -13, ERAP1 inh 2, esBAF inh -3, RAD52 inh -14 and ARNT TACC3 PPI -3.
For CCCCN(CCCC)CCCNC(=O)Cn1cc(C)c(=O)[nH]c1=O the results were XiGFP reactiv -0.1, F508del corr 5.5, GSIS activator 3, ERAP1 inh 0 and RAD52 inh -10.
For N#CC1(NC(=O)COC(=O)Cc2c[nH]c3ccccc23)CCCCC1 the results were XiGFP reactiv -0.1, RAD54 inh 3, F508del corr 2.9, GSIS activator -19, ERAP1 inh 0, esBAF inh -4 and RAD52 inh -14.
For O=C(O)C[C@H]1CC[C@H](NC(=O)CCN2CCCCC2)[C@@H](CO)O1 the results were XiGFP reactiv 0.0, F508del corr 0.0, GSIS activator 4, ERAP1 inh 2 and RAD52 inh -5.
For CN(C)c1ccc2c(c1)[C@H]1C[C@H](CC(=O)NCCN3CCCCC3)O[C@@H](CO)[C@H]1O2 the results were XiGFP reactiv 0.0, RAD54 inh 53*, F508del corr 0.2, GSIS activator 17, ERAP1 inh 2, esBAF inh -1, RAD52 inh 23 and ARNT TACC3 PPI 5.
Screening CC(C)CC#Cc1cnc2c(c1)C(=O)N([C@@H](C)CO)C[C@@H](C)[C@@H](CN(C)Cc1cncnc1)O2 returned XiGFP reactiv -1.0, RAD54 inh -2, F508del corr -2.2, GSIS activator 14, ERAP1 inh 2, esBAF inh -3, RAD52 inh -5 and ARNT TACC3 PPI -4.
